# Screening results deposited in PubChem by Sanford-Burnham Center for Chemical Genomics.
# Apaf1 inhib: human Apaf-1 inhibition. O14727. reconstituted apoptosome caspase-3 activity, DEVD-Rh110 fluorescence. 330,000 tested, 0.71% active. inhibition, % at 20 µM; active means inhibition of at least 40% at 20 µM;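 further: plate controls were DMSO wells for no effect and DEVD-CHO caspase inhibitor wells for full effect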
#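 Material: reconstituted apoptosome with Apaf-1, cytochrome c, caspase-9, procaspase-3, dATP / Buffer or medium: pH 7.5 Hepes buffer with CHAPS, BSA, DTT / Also added: cytochrome c with DEVD-Rh110 / Schedule: compound with Apaf-1, dATP, procaspase-3 30 min, then 50 min reaction, room temperature / Technique: rhodamine 110 fluorescence at Ex 480/Em 540 nm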
# HKDC1 inh: HKDC1 (human) hexokinase inhibition; 340,000 tested, 0.16% active; recombinant HKDC1, G6PDH/diaphorase resazurin coupled fluorescence; inhibition, % at 20 µM;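 active means inhibition above about 35% when tested at 20 µM, limit read from the data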;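 further: plate controls were DMSO wells with enzyme for no effect and DMSO wells lacking enzyme for full effect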
# Target sequence (Q2TB90 whole entry, looked up): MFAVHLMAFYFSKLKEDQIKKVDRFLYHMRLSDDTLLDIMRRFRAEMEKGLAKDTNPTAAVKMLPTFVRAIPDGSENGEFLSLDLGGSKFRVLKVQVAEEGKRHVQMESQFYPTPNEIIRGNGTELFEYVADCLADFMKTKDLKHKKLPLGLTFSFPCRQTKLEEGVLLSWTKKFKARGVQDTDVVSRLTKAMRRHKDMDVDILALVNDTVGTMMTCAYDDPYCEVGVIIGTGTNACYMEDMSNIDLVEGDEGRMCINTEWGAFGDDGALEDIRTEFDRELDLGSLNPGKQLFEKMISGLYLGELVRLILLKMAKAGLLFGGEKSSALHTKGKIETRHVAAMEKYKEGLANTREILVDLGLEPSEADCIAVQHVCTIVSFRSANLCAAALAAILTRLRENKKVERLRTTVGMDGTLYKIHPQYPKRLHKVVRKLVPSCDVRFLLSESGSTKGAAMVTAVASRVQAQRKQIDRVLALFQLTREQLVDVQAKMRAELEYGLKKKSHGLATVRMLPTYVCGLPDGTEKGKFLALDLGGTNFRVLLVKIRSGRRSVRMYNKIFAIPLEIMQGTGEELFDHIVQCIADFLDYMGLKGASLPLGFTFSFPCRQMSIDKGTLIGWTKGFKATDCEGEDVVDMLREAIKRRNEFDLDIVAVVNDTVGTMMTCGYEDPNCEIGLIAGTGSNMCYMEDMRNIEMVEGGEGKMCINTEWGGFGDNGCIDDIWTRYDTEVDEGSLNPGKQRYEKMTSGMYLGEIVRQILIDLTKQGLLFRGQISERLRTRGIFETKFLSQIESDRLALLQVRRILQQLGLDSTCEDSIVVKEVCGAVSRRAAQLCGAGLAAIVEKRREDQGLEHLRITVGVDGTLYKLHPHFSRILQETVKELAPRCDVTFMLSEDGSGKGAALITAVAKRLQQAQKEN
#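 Material: recombinant HKDC1 hexokinase; Amount: HKDC1 at 5 µg/mL; Medium: Tris pH 8.0 buffer with MgCl2, Tween-20, BSA, BME; Schedule: 90 min reaction incubation at room temperature, dark; Technique: coupled resazurin fluorescence, excitation 525 nm, emission 613 nm.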
# PfGluPho inh: PfG6PD (Plasmodium falciparum) enzyme inhibition; PfGluPho enzyme, NADPH resazurin-diaphorase fluorescence; inhibition, % at 20 µM; 350,000 tested, 0.78% active; AID 504690;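 active means inhibition reaching at least a set limit at 20 µM in the primary screen, cut at about 59% in these data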;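 further: 0% = DMSO wells with substrate and 100% = DMSO wells lacking glucose-6-phosphate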
# SENP8 block-1: SENP8 (human) protease inhibition; Q96LD8; recombinant SENP8, Nedd8 substrate fluorescence; inhibition, % at 20 µM; 360,000 tested, 0.64% active; AID 602440; in the data active means inhibition mostly above about 40%, no sharp cut-off; inactive means mostly below about 27%
# SENP8 block-2: SENP8 protease inhibition | purified SENP8, Z-RLRGG-aminoluciferin cleavage, luminescence | inhibition, % at 10 µM | 330,000 tested, 1.2% active | AID 2540; in the data active means inhibition above about 50%
# SENP7 block: inhibitors of human SENP7 protease; Q9BQF6; AID 434973; 330,000 tested, 1.5% active; inhibition, % at 5 µM; recombinant SENP7, Z-RLRGG-aminoluciferin luminescence, 40 min;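 active means inhibition above about 50% at the single test dose, limit read from the data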;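 further: plate controls were DMSO with enzyme for no effect and no enzyme buffer wells for full effect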
# SENP6 block: inhibitors of human SENP6 protease; Recombinant SENP6 catalytic domain, aminoluciferin luminescence; inhibition, % at 10 µM; 330,000 tested, 1.8% active;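 active means inhibition above about 50% at the single tested dose, limit read from the data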;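 further: plate controls were DMSO wells with enzyme for no effect and DMSO wells lacking enzyme for full effect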
# SENP1 FRET inh: inhibitors of human SENP1 SUMO protease catalytic domain. Q9P0U3. recombinant SENP1 catalytic domain, CyPet-SUMO1-YPet FRET cleavage. inhibition, % at 10 µM. 360,000 tested, 0.21% active. AID 624204;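 active means inhibition at least 30% at 10 µM, raw YFP signal under a set limit, fluorescence ratio 0.5 to 1.5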;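 further: 0% = enzyme with DMSO and 100% = no enzyme wells; some results filed as inactive read as strong as hits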
#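 Compound: 10 µM single point, 0.5% DMSO; Test system: hSENP1 catalytic domain, recombinant; Timing: 50 min reaction at room temperature; Technique: FRET, CFP and YFP emission; Control set: no-enzyme wells low, DMSO-plus-enzyme wells high control.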
# Numbers without * were called inactive; · = not tested or not shown.
Structure,Apaf1 inhib,HKDC1 inh,PfGluPho inh,SENP8 block-1,SENP8 block-2,SENP7 block,SENP6 block,SENP1 FRET inh
CCOC(=O)c1c(NC(=O)Cn2nc(C(=O)O)c3ccccc3c2=O)sc(CC)c1C,16.8,-4.9,3.5,1.3,-4.2,0.4,-11.0,2.0
O=C(CN1C(=O)c2ccccc2C1=O)NC1(C(=O)O)CCCC1,·,-0.1,-12.5,14.6,·,·,·,2.4
O=C1C=C(N2CCCCC2)c2ccccc2C1=O,97.6*,80.6*,47.5,-432.0,82.6*,54.6*,93.3*,-0.9
Cc1cc(=O)[nH]c(SCC(=O)Nc2ccccc2C#N)c1C#N,-10.3,-0.3,12.4,-7.2,1.0,4.4,-12.2,-17.2
CCOC(=O)CSc1nc2cc3c(cc2cc1C#N)OCO3,6.6,0.7,-5.2,-145.4,-0.8,-4.6,-10.7,30.1
O=C(CNc1cccc(S(=O)(=O)N2CCCC2)c1)Nc1ccc(F)cc1F,-9.3,-2.9,-6.7,4.2,-13.6,-10.7,-9.6,1.3
Cc1csc(NC(=O)c2ccc(-c3ccc(Cl)cc3Cl)o2)n1,14.2,-0.3,1.5,-157.4,-3.5,-2.9,-7.4,-1.5
Cc1c(NCc2ccncc2)cccc1C(=O)O,0.4,6.8,-4.4,18.4,-5.3,-8.6,7.5,-0.8
COc1ccc(CCOC2OC(CO)C(OC(=O)/C=C/c3ccc(O)c(OC)c3)C(O[C@H]3O[C@@H](C)[C@H](O)[C@@H](O)[C@H]3O)C2O)cc1O (stereo partly drawn),-4.4,2.5,27.1,-170.0,3.8,8.2,-1.3,-31.2
CCCCNC(=S)NNC(=O)c1csc2ccccc12,-8.3,-5.8,-1.3,14.5,-3.8,15.8,-16.3,0.9
O=C(C1=C[C@@H](c2ccc(Br)cc2)C[C@@H](OCCCCO)O1)N1CCN(Cc2ccc3c(c2)OCO3)CC1,30.1,1.0,17.0,13.3,5.6,-4.5,-17.4,0.2
O=C(NCc1ccc(OC(F)(F)F)cc1)C1CC(c2ccccc2[N+](=O)[O-])=NO1 (stereo not drawn),-1.1,-2.4,5.0,8.3,2.8,3.3,-1.1,-0.5
Cc1ccc(C(=O)NNC(=O)c2ccc(S(=O)(=O)N3CCCCC3)cc2)cc1,12.2,-3.3,-9.3,1.5,-22.3,-9.7,-13.5,1.1
COc1ccc(-c2cc(C(F)(F)F)nc(SCCC(=O)NCc3ccccc3)n2)cc1,26.6,-11.7,-4.5,11.8,0.8,6.7,-29.5,1.6
O=C(CSc1n[nH]c(=O)n1Cc1ccco1)Nc1ccccc1Cl,-11.2,-2.6,0.2,11.1,3.3,8.5,13.8,3.3
C[C@@H]1CN([C@@H](C)CO)C(=O)c2cccc(NS(C)(=O)=O)c2O[C@H]1CN(C)CC1CCCCC1,5.4,1.9,3.1,-20.0,-8.9,12.3,8.4,-0.3
COC(=O)c1ccc(Cn2nc(-c3ccc(C)c(C)c3)ccc2=O)cc1,16.2,-4.6,14.0,-32.2,-7.8,0.0,-15.9,0.2
COc1ccc(S(=O)(=O)N2CCN(c3cc(-c4ccccc4)nc4ncnn34)CC2)cc1,4.5,21.8,3.8,-79.9,-2.2,-6.4,-6.5,3.4
Cc1nnc(NC(=O)C2CC(=O)N(c3ccc4c(c3)OCCO4)C2)s1 (stereo not drawn),-8.6,-3.2,-10.6,-1.6,0.3,8.4,0.2,2.1
COC(=O)Cn1c(=NC(=O)c2cc(OC)cc(OC)c2)sc2cc(OC)ccc21,0.9,-3.6,8.5,-399.4,-2.7,-3.7,-5.7,-0.6
CS(=O)(=O)c1cnc(-c2ccccc2)nc1-c1ccccc1Cl,1.3,15.2,-7.2,8.2,5.9,1.0,0.9,0.2
COc1oc(C(=O)NC2CCCCC2)c(-c2ccc(Cl)cc2)c1S(=O)(=O)c1ccccc1,·,4.2,-3.6,-6.1,·,·,·,2.2
CSc1cc(-c2ccc(Cl)cc2)c(C(=O)NC(C)C)s1,0.6,-2.2,1.8,-23.3,2.1,6.0,-4.4,0.6
CCOc1cc(/C=N/NC(=O)COc2ccc(C)cc2)ccc1OC(=O)c1cccs1,9.9,-8.9,9.8,2.2,7.1,2.1,-4.2,2.6
CNC(=O)N(O)C1N(C)C(=O)N(CC(=O)OC)C1(C)C (stereo not drawn),-5.4,1.9,-1.1,11.3,10.2,-0.1,6.3,2.3

# Sorted by SMILES length (ascending): 3 of the compounds above.
Structure,Apaf1 inhib,HKDC1 inh,PfGluPho inh,SENP8 block-1,SENP8 block-2,SENP7 block,SENP6 block,SENP1 FRET inh
Cc1csc(NC(=O)c2ccc(-c3ccc(Cl)cc3Cl)o2)n1,14.2,-0.3,1.5,-157.4,-3.5,-2.9,-7.4,-1.5
Cc1nnc(NC(=O)C2CC(=O)N(c3ccc4c(c3)OCCO4)C2)s1 (stereo not drawn),-8.6,-3.2,-10.6,-1.6,0.3,8.4,0.2,2.1
O=C(CNc1cccc(S(=O)(=O)N2CCCC2)c1)Nc1ccc(F)cc1F,-9.3,-2.9,-6.7,4.2,-13.6,-10.7,-9.6,1.3

# (next part)
Structure,Apaf1 inhib,HKDC1 inh,PfGluPho inh,SENP8 block-1,SENP8 block-2,SENP7 block,SENP6 block,SENP1 FRET inh
Cc1nc(Cl)sc1C(=O)Nc1ccccc1Cl,-0.2,-3.3,-7.4,12.7,-4.6,-13.8,-13.6,0.6
COc1ccccc1OCC(=O)NCC1CCCN(Cc2cnn(C(C)C)c2)C1 (stereo not drawn),-17.1,-6.4,4.1,3.3,0.2,-3.4,-15.3,0.4
OCCNCc1cccc(-c2ccccc2)c1O,·,-1.9,14.6,-73.0,·,·,·,-0.2
c1ccc(CCCCN2CCN=C2Nc2ccccc2)cc1,5.7,-6.7,6.7,19.3,-7.3,-15.3,-9.4,1.7
CCCC1=C(C(=O)OCC)C(c2ccccc2OCC)NC(=O)N1C (stereo not drawn),10.3,-6.3,10.6,9.8,0.2,0.7,-15.4,0.2
CCCOc1ccc(C2c3c(oc4cc(C)c(C)cc4c3=O)C(=O)N2CCCN(C)C)cc1 (stereo not drawn),7.4,-7.3,20.9,-22.7,-8.9,5.0,-1.3,-2.0

# Filtered by structure: the entries above containing nitrogen in an aromatic ring (14)
Structure,Apaf1 inhib,HKDC1 inh,PfGluPho inh,SENP8 block-1,SENP8 block-2,SENP7 block,SENP6 block,SENP1 FRET inh
CCOC(=O)c1c(NC(=O)Cn2nc(C(=O)O)c3ccccc3c2=O)sc(CC)c1C,16.8,-4.9,3.5,1.3,-4.2,0.4,-11.0,2.0
Cc1cc(=O)[nH]c(SCC(=O)Nc2ccccc2C#N)c1C#N,-10.3,-0.3,12.4,-7.2,1.0,4.4,-12.2,-17.2
CCOC(=O)CSc1nc2cc3c(cc2cc1C#N)OCO3,6.6,0.7,-5.2,-145.4,-0.8,-4.6,-10.7,30.1
Cc1csc(NC(=O)c2ccc(-c3ccc(Cl)cc3Cl)o2)n1,14.2,-0.3,1.5,-157.4,-3.5,-2.9,-7.4,-1.5
Cc1c(NCc2ccncc2)cccc1C(=O)O,0.4,6.8,-4.4,18.4,-5.3,-8.6,7.5,-0.8
COc1ccc(-c2cc(C(F)(F)F)nc(SCCC(=O)NCc3ccccc3)n2)cc1,26.6,-11.7,-4.5,11.8,0.8,6.7,-29.5,1.6
O=C(CSc1n[nH]c(=O)n1Cc1ccco1)Nc1ccccc1Cl,-11.2,-2.6,0.2,11.1,3.3,8.5,13.8,3.3
COC(=O)c1ccc(Cn2nc(-c3ccc(C)c(C)c3)ccc2=O)cc1,16.2,-4.6,14.0,-32.2,-7.8,0.0,-15.9,0.2
COc1ccc(S(=O)(=O)N2CCN(c3cc(-c4ccccc4)nc4ncnn34)CC2)cc1,4.5,21.8,3.8,-79.9,-2.2,-6.4,-6.5,3.4
Cc1nnc(NC(=O)C2CC(=O)N(c3ccc4c(c3)OCCO4)C2)s1 (stereo not drawn),-8.6,-3.2,-10.6,-1.6,0.3,8.4,0.2,2.1
COC(=O)Cn1c(=NC(=O)c2cc(OC)cc(OC)c2)sc2cc(OC)ccc21,0.9,-3.6,8.5,-399.4,-2.7,-3.7,-5.7,-0.6
CS(=O)(=O)c1cnc(-c2ccccc2)nc1-c1ccccc1Cl,1.3,15.2,-7.2,8.2,5.9,1.0,0.9,0.2
Cc1nc(Cl)sc1C(=O)Nc1ccccc1Cl,-0.2,-3.3,-7.4,12.7,-4.6,-13.8,-13.6,0.6
COc1ccccc1OCC(=O)NCC1CCCN(Cc2cnn(C(C)C)c2)C1 (stereo not drawn),-17.1,-6.4,4.1,3.3,0.2,-3.4,-15.3,0.4
